HKDC1 inhibitor: blocks human hexokinase HKDC1 activity; hit rate 0.16% among 340,000; recombinant HKDC1, G6PDH/diaphorase resazurin coupled fluorescence; Q2TB90; inhibition, % at 20 µM;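 active = inhibition above about 35% when tested at 20 µM, limit read from the data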;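 also: plate controls were DMSO wells with enzyme for no effect and DMSO wells lacking enzyme for full effect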
Target sequence (Q2TB90 whole entry, looked up): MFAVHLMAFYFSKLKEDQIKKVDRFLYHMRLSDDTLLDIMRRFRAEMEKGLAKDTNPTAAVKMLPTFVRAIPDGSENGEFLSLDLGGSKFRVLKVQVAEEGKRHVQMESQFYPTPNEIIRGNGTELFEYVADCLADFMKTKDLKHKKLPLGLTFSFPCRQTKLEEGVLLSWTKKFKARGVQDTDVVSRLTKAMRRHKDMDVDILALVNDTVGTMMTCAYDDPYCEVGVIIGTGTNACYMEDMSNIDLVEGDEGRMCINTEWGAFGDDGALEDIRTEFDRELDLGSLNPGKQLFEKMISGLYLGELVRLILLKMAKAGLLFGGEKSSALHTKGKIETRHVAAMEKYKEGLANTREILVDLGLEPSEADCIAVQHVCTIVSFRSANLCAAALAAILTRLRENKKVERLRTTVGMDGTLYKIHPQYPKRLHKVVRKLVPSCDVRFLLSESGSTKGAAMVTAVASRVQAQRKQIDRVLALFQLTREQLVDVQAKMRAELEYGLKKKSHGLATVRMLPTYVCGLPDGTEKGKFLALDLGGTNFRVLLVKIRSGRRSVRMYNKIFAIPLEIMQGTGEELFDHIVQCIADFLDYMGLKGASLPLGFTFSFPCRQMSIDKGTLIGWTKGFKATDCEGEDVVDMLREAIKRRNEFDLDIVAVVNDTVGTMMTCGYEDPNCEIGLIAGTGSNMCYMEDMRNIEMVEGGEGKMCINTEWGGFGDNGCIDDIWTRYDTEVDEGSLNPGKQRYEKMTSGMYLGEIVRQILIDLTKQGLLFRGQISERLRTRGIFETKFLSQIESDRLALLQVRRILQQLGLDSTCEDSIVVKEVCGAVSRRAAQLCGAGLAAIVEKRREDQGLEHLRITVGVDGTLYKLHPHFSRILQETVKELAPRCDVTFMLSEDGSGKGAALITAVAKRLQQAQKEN
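Incubation: 90 min at room temperature in dark / Material: recombinant HKDC1 (HK5) hexokinase enzyme, produced in-house / Quantity: enzyme 5 µg/mL final / Compound: one dose of 20 µM, 1% DMSO / Reagent: glucose and ATP substrates / Buffer or medium: Tris pH 8.0 buffer with MgCl2, Tween-20, BSA, BME / Technique: resorufin fluorescence at 613 nm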
PfGluPho inh: PfG6PD (Plasmodium falciparum) enzyme inhibition; hit rate 0.78% among 350,000; inhibition, % at 20 µM; PfGluPho enzyme, NADPH resazurin-diaphorase fluorescence; AID 504690;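 active = inhibition reaching at least a set limit at 20 µM in the primary screen, cut at about 59% in these data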;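 also: 0% = DMSO wells with substrate and 100% = DMSO wells lacking glucose-6-phosphate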
ATG4B inhibitor: ATG4B (human) cysteine protease inhibition; ATG4B cleavage of LC3-PLA2, NBD-HPC fluorescence, 1 h; AID 504462; inhibition, % at 8.33 µM; hit rate 0.51% among 340,000; in the data active = inhibition above about 40%
SENP8 block: SENP8 (human) protease inhibition; Q96LD8; recombinant SENP8, Nedd8 substrate fluorescence; inhibition, % at 20 µM; hit rate 0.64% among 360,000; AID 602440; in the data active = inhibition mostly above about 40%, no sharp cut-off; inactive = mostly below about 27%
NR3A LBD binder: modulators (binders) of human NR3A ligand-binding domain; Tm shift relative to glycine control, % at 25 µM; hit rate 2.5% among 340,000; NR3A LBD differential scanning fluorimetry, Tm shift; 0% = protein alone, 100% = glycine-bound protein; AID 1259313;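 active = melting temperature shift of at least 10% of the positive control shift, at one fixed dose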
MPTP block: permeability transition pore inhibition. isolated mouse mitochondria, Ca2+ swelling absorbance, 30 min. inhibition, % at 10 µM. hit rate 1.4% among 360,000;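 active = inhibition of 50% or more, scaled per plate between neutral and stimulator controls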;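 also: 0% = DMSO wells given calcium and 100% = 1 mM EGTA wells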
SENP6 inh: blocks the human protease SENP6; inhibition, % at 10 µM; AID 2599; hit rate 1.8% among 330,000; Recombinant SENP6 catalytic domain, aminoluciferin luminescence; Q9GZR1;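 active = inhibition above about 50% at the single tested dose, limit read from the data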;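 also: plate controls were DMSO wells with enzyme for no effect and DMSO wells lacking enzyme for full effect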
SENP7 block: inhibitors of human SENP7 protease; Q9BQF6; recombinant SENP7, Z-RLRGG-aminoluciferin luminescence, 40 min; inhibition, % at 5 µM; hit rate 1.5% among 330,000;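 active = inhibition above about 50% at the single test dose, limit read from the data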;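 also: plate controls were DMSO with enzyme for no effect and no enzyme buffer wells for full effect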
Active calls of the source: *. Hits appear at their usual frequency, and some 6.9% of all compounds hit somewhere here.

`CC(Nc1cc(=O)n(C)c(=O)n1C)c1ccccc1` (stereo unspecified) gave HKDC1 inhibitor 2.2, PfGluPho inh 0.5, ATG4B inhibitor -9.0, SENP8 block 8.8, NR3A LBD binder 1.5, MPTP block -1.7, SENP6 inh -2.3 and SENP7 block 1.1.
For COc1ccc(/C=N/NC(=S)Nc2ccccc2)cc1COc1ccc(F)cc1 the results were HKDC1 inhibitor -3.6, PfGluPho inh -12.8, ATG4B inhibitor -4.1, SENP8 block 13.4, NR3A LBD binder -3.2, MPTP block 0.6, SENP6 inh -14.0 and SENP7 block -4.1.
CC(/C=N/NC(=O)c1cc(-c2ccc(C)o2)[nH]n1)=C\c1ccccc1 was read as HKDC1 inhibitor -2.8, PfGluPho inh 1.5, ATG4B inhibitor -3.8, SENP8 block 2.9, NR3A LBD binder 22.3*, MPTP block 5.7, SENP6 inh -9.0 and SENP7 block 3.8.
For CSc1ccc(C(=O)C2CCCN(C(=O)c3ccc4c(c3)no[n+]4[O-])C2)cc1 (stereo unspecified) the results were HKDC1 inhibitor -1.2, PfGluPho inh 23.1, ATG4B inhibitor 5.8, SENP8 block 14.8, NR3A LBD binder 0.4, MPTP block 10.5, SENP6 inh -7.9 and SENP7 block 5.2.
Screening COc1cc(OC)cc(C(=O)NC2CC3CCC(C2)N3Cc2ccco2)c1 (stereo unspecified) returned HKDC1 inhibitor -2.9, PfGluPho inh -8.9, ATG4B inhibitor 7.0, SENP8 block 23.5, NR3A LBD binder 1.4 and MPTP block -0.4.
Screening CCC(=O)Nc1ccc(Br)cn1 returned HKDC1 inhibitor -12.6, PfGluPho inh -9.2, ATG4B inhibitor 8.1, SENP8 block 4.9, NR3A LBD binder 232.6*, MPTP block -0.5, SENP6 inh 1.0 and SENP7 block 7.7.
`O=C(CN1CCN(Cc2ccc3c(c2)OCO3)CC1)NCC(F)(F)F` gave HKDC1 inhibitor -2.1, PfGluPho inh 6.2, ATG4B inhibitor -3.7, SENP8 block 4.4, NR3A LBD binder 3.5, MPTP block 0.0, SENP6 inh -4.4 and SENP7 block 1.1.
`Cc1ccc(-c2nnc(SCC(=O)NC3CCCC3)n2C)cc1` gave HKDC1 inhibitor -4.0, PfGluPho inh 0.0, ATG4B inhibitor -3.9, SENP8 block 10.0, NR3A LBD binder -1.8, MPTP block 1.7, SENP6 inh -23.6 and SENP7 block 2.7.
Screening O=C(CSc1nnc2ccccn12)NCCc1ccc(F)cc1 returned HKDC1 inhibitor -0.5, PfGluPho inh -9.2, ATG4B inhibitor 0.1, SENP8 block -10.5, NR3A LBD binder -0.4, MPTP block -1.6, SENP6 inh -5.2 and SENP7 block 1.3.
`CCOC(=O)N1CCC(NC(=O)CSCc2nc(-c3ccc(OC)cc3)oc2C)CC1` gave HKDC1 inhibitor -4.4, PfGluPho inh 1.0, ATG4B inhibitor -0.5, SENP8 block -2.2, NR3A LBD binder -2.6, MPTP block 2.4, SENP6 inh 5.0 and SENP7 block 1.6.
COc1ccc(CC(=O)NCC(=O)N/N=C(/C)c2ccco2)cc1 was read as HKDC1 inhibitor -12.1, PfGluPho inh 12.1, ATG4B inhibitor -4.9, SENP8 block 14.7, NR3A LBD binder 0.4, MPTP block -0.5, SENP6 inh 10.0 and SENP7 block -4.6.
CC(C)(CC(=O)O)CC(=O)NCc1c(Cl)cccc1Sc1ccc(Cl)cc1 was read as HKDC1 inhibitor 2.1, PfGluPho inh -21.7, ATG4B inhibitor -6.4, SENP8 block 9.3, NR3A LBD binder 1.1, MPTP block 6.6, SENP6 inh -5.5 and SENP7 block -0.2.
O=C(/C=C/c1ccccc1)NCCSCc1ccccc1 was read as HKDC1 inhibitor -7.8, PfGluPho inh 30.6, ATG4B inhibitor 3.4, SENP8 block 27.2, NR3A LBD binder 5.0, MPTP block 1.3, SENP6 inh -5.7 and SENP7 block -9.5.
Screening CCOc1cc(/C=N/NC(=O)c2cccnc2)ccc1OCc1ccc(C(=O)OC)o1 returned HKDC1 inhibitor 0.1, PfGluPho inh -7.1, ATG4B inhibitor -12.6, SENP8 block -74.7, NR3A LBD binder 0.3, MPTP block -5.4, SENP6 inh 2.7 and SENP7 block -1.3.
`O=C(Nc1nc(-c2ccc(F)c(F)c2)cs1)c1ccc(OCC2CCCO2)cc1` (stereo unspecified) gave HKDC1 inhibitor -9.3, PfGluPho inh 4.0, ATG4B inhibitor 9.1, SENP8 block -11.9, NR3A LBD binder -6.8, MPTP block 3.9, SENP6 inh 4.6 and SENP7 block 8.2.

Four entries from above, ordered by formula weight, smallest number first.
Screening CCC(=O)Nc1ccc(Br)cn1 returned HKDC1 inhibitor -12.6, PfGluPho inh -9.2, ATG4B inhibitor 8.1, SENP8 block 4.9, NR3A LBD binder 232.6*, MPTP block -0.5, SENP6 inh 1.0 and SENP7 block 7.7.
`Cc1ccc(-c2nnc(SCC(=O)NC3CCCC3)n2C)cc1` gave HKDC1 inhibitor -4.0, PfGluPho inh 0.0, ATG4B inhibitor -3.9, SENP8 block 10.0, NR3A LBD binder -1.8, MPTP block 1.7, SENP6 inh -23.6 and SENP7 block 2.7.
`O=C(CN1CCN(Cc2ccc3c(c2)OCO3)CC1)NCC(F)(F)F` gave HKDC1 inhibitor -2.1, PfGluPho inh 6.2, ATG4B inhibitor -3.7, SENP8 block 4.4, NR3A LBD binder 3.5, MPTP block 0.0, SENP6 inh -4.4 and SENP7 block 1.1.
Screening CCOc1cc(/C=N/NC(=O)c2cccnc2)ccc1OCc1ccc(C(=O)OC)o1 returned HKDC1 inhibitor 0.1, PfGluPho inh -7.1, ATG4B inhibitor -12.6, SENP8 block -74.7, NR3A LBD binder 0.3, MPTP block -5.4, SENP6 inh 2.7 and SENP7 block -1.3.

Next part
`O=C(Cc1c(F)cccc1Cl)NCc1cccnc1` gave HKDC1 inhibitor 5.0, PfGluPho inh -9.9, ATG4B inhibitor 3.6, SENP8 block 17.1, NR3A LBD binder -1.8, MPTP block -1.1, SENP6 inh -33.4 and SENP7 block -9.4.
CC1CCCN(CCCNC(=O)c2ccc(CS(=O)(=O)c3c(Cl)cccc3Cl)o2)C1 (stereo unspecified) was read as HKDC1 inhibitor -5.8, PfGluPho inh 1.3, ATG4B inhibitor 0.1, SENP8 block 10.5, NR3A LBD binder 1.2, MPTP block -0.3, SENP6 inh -6.6 and SENP7 block -3.6.
`CC(CN1C(C)CCCC1C)OC(=O)c1ccc(F)cc1` (stereo unspecified) gave HKDC1 inhibitor 1.1, PfGluPho inh -5.3, ATG4B inhibitor -0.5, SENP8 block 14.0, NR3A LBD binder -0.7, MPTP block -0.1, SENP6 inh -22.4 and SENP7 block -0.3.
For COc1ccc(C)cc1NC(=O)CN(c1ccc(F)cc1)S(C)(=O)=O the results were HKDC1 inhibitor -2.2, PfGluPho inh 2.1, ATG4B inhibitor -12.6, SENP8 block 9.7, NR3A LBD binder -2.2, MPTP block 0.7, SENP6 inh 5.3 and SENP7 block 1.7.
Screening O=C(CN1CCN(C(=O)c2cccc(S(=O)(=O)N3CCCC3)c2)CC1)Nc1ccc(F)cc1 returned HKDC1 inhibitor -7.1, PfGluPho inh 7.2, ATG4B inhibitor -6.5, SENP8 block 5.4, NR3A LBD binder 1.2, MPTP block 0.6, SENP6 inh -10.3 and SENP7 block -13.0.
COc1ccc(NCCC(O)c2ccc(Cl)cc2)cc1 (stereo unspecified) was read as HKDC1 inhibitor 1.6, PfGluPho inh 17.3, ATG4B inhibitor -2.4, SENP8 block 14.5, NR3A LBD binder 2.2, MPTP block 2.6, SENP6 inh 11.2 and SENP7 block 10.5.
Screening C=CCn1c(=N)c(C(=O)NCCCOC)cc2c(=O)n3cccc(C)c3nc21 returned HKDC1 inhibitor -8.1, PfGluPho inh 2.9, ATG4B inhibitor -7.1, SENP8 block -412.0, NR3A LBD binder 0.2, MPTP block 0.6, SENP6 inh -18.5 and SENP7 block -3.1.
`COC(=O)C(C)Sc1snnc1-c1ccccc1` (stereo unspecified) gave HKDC1 inhibitor -3.7, PfGluPho inh -2.1, ATG4B inhibitor 0.1, SENP8 block 21.4, NR3A LBD binder 1.2, MPTP block 3.4, SENP6 inh -4.6 and SENP7 block 7.0.
`CCN1/C(=C/C(C)=O)Sc2ccc(OC)cc21` gave HKDC1 inhibitor -1.7, PfGluPho inh 12.2, ATG4B inhibitor -10.5, SENP8 block 11.2, NR3A LBD binder 0.5, MPTP block -0.1, SENP6 inh -12.1 and SENP7 block 7.3.
`Cc1cc(Sc2nc(NC(C)(C)C)nc(N3CCOCC3)n2)nc(Cl)n1` gave HKDC1 inhibitor -8.6, PfGluPho inh 8.7, ATG4B inhibitor -0.4, SENP8 block -0.6, NR3A LBD binder 0.4, MPTP block -0.4, SENP6 inh 0.5 and SENP7 block 6.5.
For COc1cc(OC)c(C(=O)Nc2ccc(C(=O)c3ccccc3)cc2)cc1OC the results were HKDC1 inhibitor -1.2, PfGluPho inh 19.9, ATG4B inhibitor -7.5, SENP8 block 9.1, NR3A LBD binder -13.3, MPTP block -0.1, SENP6 inh 13.2 and SENP7 block -3.9.
Screening Cc1cccc(Cn2ncc(Cl)c(Cl)c2=O)c1 returned HKDC1 inhibitor -4.6, PfGluPho inh 9.8, ATG4B inhibitor 0.0, SENP8 block 8.8, NR3A LBD binder 0.8, MPTP block 0.0, SENP6 inh -16.8 and SENP7 block -9.4.
`COc1ccc(C2=NN(C(=O)CCC(=O)O)C(c3ccc([N+](=O)[O-])cc3)C2)cc1` (stereo unspecified) gave HKDC1 inhibitor -4.1, PfGluPho inh -8.1, ATG4B inhibitor -1.1, SENP8 block 20.8, NR3A LBD binder -0.4, MPTP block -0.5, SENP6 inh 4.9 and SENP7 block 7.1.
Screening O=C(NCc1nc2ccccc2[nH]1)C1=C[C@H](c2coc3ccccc3c2=O)C[C@H](OCCCCO)O1 returned HKDC1 inhibitor 4.7, PfGluPho inh -16.5, ATG4B inhibitor -10.3, SENP8 block 5.1, NR3A LBD binder -1.1, MPTP block -0.9, SENP6 inh 1.3 and SENP7 block -2.5.
`CCCOc1ccccc1N/C(=N\S(=O)(=O)c1ccc(C)cc1)Nc1nc(C)cc(C)n1` gave HKDC1 inhibitor -1.2, PfGluPho inh 8.5, ATG4B inhibitor -12.1, SENP8 block 26.9, NR3A LBD binder 3.2, MPTP block 0.3, SENP6 inh -4.2 and SENP7 block 0.4.
`O=S1(=O)N=C(SCCO)c2ccccc21` gave HKDC1 inhibitor -6.5, PfGluPho inh 5.1, ATG4B inhibitor 0.9, SENP8 block 17.0, NR3A LBD binder 2.8, MPTP block -2.2, SENP6 inh 13.3 and SENP7 block -2.0.
`CCn1c(SCC(=O)NCc2ccccc2)nnc1-c1ccccc1O` gave HKDC1 inhibitor -9.0, PfGluPho inh 7.1, ATG4B inhibitor -0.2, SENP8 block 4.8, NR3A LBD binder -1.0, MPTP block -0.5, SENP6 inh -5.4 and SENP7 block -4.4.
For CN1CCCN(C(=O)C2CCCCC2)CC1 the results were HKDC1 inhibitor 0.7, PfGluPho inh -6.5, ATG4B inhibitor -0.1, SENP8 block 11.4, NR3A LBD binder -1.3, MPTP block -1.7, SENP6 inh 7.6 and SENP7 block -10.4.
CN(C(=O)CSc1nc2ccccc2c(=O)n1-c1ccccc1Cl)C1CCS(=O)(=O)C1 (stereo unspecified) was read as HKDC1 inhibitor -6.2, PfGluPho inh 1.8, ATG4B inhibitor -4.1, SENP8 block 4.8, NR3A LBD binder 0.6, MPTP block 0.6, SENP6 inh 6.7 and SENP7 block -11.6.
For CSc1ccc(C2NC(=O)CCC2[N+](=O)[O-])cc1 (stereo unspecified) the results were HKDC1 inhibitor 2.5, PfGluPho inh -2.7, ATG4B inhibitor -10.3, SENP8 block 13.1, NR3A LBD binder 0.9, MPTP block -1.2, SENP6 inh 1.6 and SENP7 block 2.3.

Bioassay records deposited in PubChem by Sanford-Burnham Center for Chemical Genomics.
